proCasp3 act: procaspase-3 (human) activation; P42574; recombinant procaspase-3 D3A, Ac-DEVD-pNA absorbance 405 nm; activation, % at 8.5 µM; 330,000 compounds, 0.11% hits; AID 463141;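 active = activation above the mean of all tested compounds plus 3 SD, cut at about 21% in these data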;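 note: 0% = DMSO alone and 100% = DMSO wells spiked with extra 5 µM PC-3 D3A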
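Compound: 8.5 µM single point, 0.8% DMSO / Material: Autoprocessing-dead procaspase-3 D3A mutant enzyme / Timing: 1 h preincubation plus 2 h reaction at 25 °C / Medium: Zinc-free HEPES/NaCl buffer with 0.01% Triton X-100 at pH 7.4 / Technique: 405 nm absorbance of p-nitroaniline, reads at 0 and 120 min / Repeats: one well per compound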
VLA-4 inh: inhibition in a human VLA-4 binding assay | inhibition, % (about 7 µM as worked out from the volumes in the protocol) | 330,000 compounds, 0.2% hits | P13612 | VLA-4 expressing cells, ligand binding flow cytometry; in the data active = inhibition above about 50%
core dimer inh: blocks dimerization of HCV core protein. 300,000 compounds, 0.33% hits. AID 1899. inhibition, % at 5 µM. TR-FRET GST/Flag-core106 dimerization, 1536-well;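 active = inhibition above the mean of all tested compounds plus 3 SD, set per screening campaign, cut at about 45% in these data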
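Assay system: tagged HCV core106 pair (GST and Flag); medium: KF-containing HEPES buffer, pH 7.45, DTT, CHAPS, BSA; also added: Eu donor and XL665 acceptor anti-tag antibodies; dosing: 5 µM single dose; timing: compound-protein-antibody incubation 4 h at 22.5 °C; signal: TR-FRET 671 and 617 nm emission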
PP5 inh: blocks human protein phosphatase 5 activity. P53041. purified PP5c, OMFP substrate fluorescence. inhibition, % at 6.7 µM. 320,000 compounds, 0.18% hits;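 active = inhibition above the campaign's mean inhibition across all tested compounds plus 3 SD, cut at about 9.5% in these data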;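 note: 0% = DMSO only and 100% = 100 µM cantharidin control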
GRK2 aptamer HTS: blocks RNA aptamer binding to human GRK2; 330,000 compounds, 0.59% hits; bead flow cytometry, FAM-aptamer displacement from GRK2; P25098; inhibition of aptamer binding, % at 10 µM; AID 488847;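 active = inhibition of aptamer binding above 40%, roughly 3 SD of noise, on plates passing a quality check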;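 note: median bead fluorescence of bound FAM aptamer so fluorescent compounds give negative values; no value below 0 was filed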
procasp7 counter: counter-screen for procaspase-3 activators: activators of human procaspase-7; P55210; recombinant procaspase-7, Ac-DEVD-pNA absorbance 405 nm; D23A/D198A/D206A triple mutant, cannot self-cleave; scale: DMSO 0, 5 µM enzyme 100; activation, % at 8.5 µM; 330,000 compounds, 0.093% hits;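 active = percent activation above the screen-wide mean plus 3 SD, cut at about 25% in these data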
Target sequence (P55210 whole entry D23A/D198A/D206A): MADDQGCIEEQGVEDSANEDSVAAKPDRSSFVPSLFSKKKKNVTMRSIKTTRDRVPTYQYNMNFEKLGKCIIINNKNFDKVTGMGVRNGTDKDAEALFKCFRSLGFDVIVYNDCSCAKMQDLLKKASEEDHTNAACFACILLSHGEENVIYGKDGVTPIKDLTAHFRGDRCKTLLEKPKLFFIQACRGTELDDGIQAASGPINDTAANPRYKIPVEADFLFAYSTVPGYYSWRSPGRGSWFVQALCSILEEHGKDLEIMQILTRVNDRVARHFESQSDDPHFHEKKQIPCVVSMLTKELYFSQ
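Assay system – Uncleavable procaspase-7 mutant enzyme · Quantity – 2 µM procaspase-7 mutant as dispensed · Times – 1 h preincubation, 2 h reaction · Dosing – single nominal 8.5 µM compound dose, 0.8% DMSO final · Buffer or medium – Zinc-free 50 mM HEPES buffer, pH 7.4, with NaCl and Triton X-100 · Detection – Epi-absorbance of released pNA at 405 nm, two timepoints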
PP1 counter: counter-screen for PP5 inhibitors: inhibitors of human PP1-alpha. purified PP1alpha, OMFP fluorescence. P62136. 320,000 compounds, 0.9% hits. inhibition, % at 6.7 µM;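 active = inhibition above the mean inhibition of all tested compounds plus 3 SD, computed separately for each screening campaign, cut at about 15% in these data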
Target sequence (P62136 whole entry, looked up): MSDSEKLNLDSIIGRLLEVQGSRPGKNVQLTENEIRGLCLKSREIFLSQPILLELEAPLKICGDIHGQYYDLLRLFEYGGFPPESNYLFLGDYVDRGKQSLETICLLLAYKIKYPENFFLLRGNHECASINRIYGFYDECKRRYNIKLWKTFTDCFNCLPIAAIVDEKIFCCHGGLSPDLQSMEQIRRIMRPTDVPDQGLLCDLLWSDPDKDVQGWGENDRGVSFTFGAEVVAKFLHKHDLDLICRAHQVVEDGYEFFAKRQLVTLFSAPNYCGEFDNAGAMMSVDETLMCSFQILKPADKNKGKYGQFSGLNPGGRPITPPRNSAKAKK
JMJD2C inh: inhibitors of human GASC-1 (JMJD2C) demethylase | Q9H3R0 | GST-JMJD2C(1-420) H3K9me3 demethylation, DELFIA europium | inhibition, % at 2.35 µM | 330,000 compounds, 0.069% hits;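 active = more than half of a compound's replicate wells show inhibition beyond 50%, single wells judged on their own value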;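 note: signal counts dimethyl H3K9 product captured on neutravidin plate; 0% = median of DMSO wells and 100% = 0.3 times that DMSO median; strong numbers were not always called active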
Target sequence (Q9H3R0 1-420 limits assumed): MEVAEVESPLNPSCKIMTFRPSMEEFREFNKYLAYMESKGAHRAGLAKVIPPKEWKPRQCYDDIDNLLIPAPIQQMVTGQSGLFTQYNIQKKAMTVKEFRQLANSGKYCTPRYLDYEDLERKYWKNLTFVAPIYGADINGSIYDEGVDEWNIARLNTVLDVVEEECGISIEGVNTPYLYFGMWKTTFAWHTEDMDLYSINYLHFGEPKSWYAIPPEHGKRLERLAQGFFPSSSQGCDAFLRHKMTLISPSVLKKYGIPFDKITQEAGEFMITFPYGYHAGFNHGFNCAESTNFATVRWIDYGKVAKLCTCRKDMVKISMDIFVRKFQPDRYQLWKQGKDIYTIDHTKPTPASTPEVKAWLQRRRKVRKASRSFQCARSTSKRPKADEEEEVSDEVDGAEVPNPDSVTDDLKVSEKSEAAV
Fh CTSL1 inh: cathepsin L1 inhibition, PFM18AAP counter-screen. inhibition, % at 5.96 µM. AID 1906. 300,000 compounds, 0.49% hits. recombinant F. hepatica cathepsin L1, Z-Leu-Arg-MCA fluorescence;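 active = inhibition above the mean of all tested compounds plus 3 SD, set per screening campaign, cut at about 17% in these data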;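 note: 0% = plate median of test compound wells and 100% = 1 µM Z-Phe-Ala-diazomethylketone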
Active calls of the source: *; nt = not tested or not shown.

SMILES	proCasp3 act	VLA-4 inh	core dimer inh	PP5 inh	GRK2 aptamer HTS	procasp7 counter	PP1 counter	JMJD2C inh	Fh CTSL1 inh
O=C(COC(=O)C1CCC(=O)N1)Nc1ccccc1Br (centres undefined)	16	24	-2	-2.7	0	10	-1	4	0
O=C(Nc1ccc(Cl)cc1)N1CCc2[nH]c3ccccc3c2C1	-1	23	-7	3.9	0	-1	0	-14	4
Cc1ccccc1S(=O)(=O)Cc1ccc(C(=O)NCCN(Cc2ccccc2)C(C)C)o1	7	5	-7	-0.1	0	-11	-2	-23	0
OC(COCc1ccc(Cl)cc1)CN1CCCCC1 (centres undefined)	-6	7	-1	-1.7	0	1	-2	6	0
O=c1oc2ccc3ccccc3c2c2c1SC(C(F)(F)F)C2 (centres undefined)	7	25	-4	0.8	0	19	-1	-9	6
COC(=O)C1=CN(Cc2ccccc2)C=C(C(=O)OC)C1c1cc(F)ccc1F	11	11	16	0.7	1	13	-3	1	5
CCSC1=C(C#N)C(c2cccs2)C(C(=O)OC)=C(C)N1 (centres undefined)	2	3	1	1.7	0	-2	-2	4	5
O=C(CC12CC3CC(CC(C3)C1)C2)NCC(=O)N1CCc2ccccc2C1	-4	-4	0	1.1	5	-3	-4	-20	3
Cc1ccc2nc(NC(=O)C3CC3C)sc2c1 (centres undefined)	0	-4	-12	1.8	1	-7	1	-7	2
COC(=O)C1CCN(Cc2c(C(=O)N3C[C@@H](C)O[C@@H](C)C3)nc3ccc(Cl)cn23)CC1	1	5	-2	-1.0	0	13	-3	nt	0
Clc1ccc(CNc2ccc3nnc(-c4ccccc4)n3n2)cc1	9	9	-1	0.7	0	4	4	8	-2
O=C(c1ccco1)N1CCN(C(=O)c2cc(-c3ccccc3)nc3ccccc23)CC1	9	-3	9	1.8	0	4	2	3	2
COc1cc2[nH]c(=S)nc(NCCCOC(C)C)c2cc1OC	-4	-8	10	-1.4	0	-1	-4	5	6
O=C(OCC(=O)N1CCCc2ccccc21)c1c(F)cccc1F	10	9	0	1.0	0	6	-1	-12	1
CCCCCCOC(=O)C[N+](C)(C)CCOC1CC2CCC1(C)C2(C)C (centres undefined)	-4	8	-10	-0.5	0	-15	10	-13	1

Reprinted at random: 2 entries already listed, in no set order.
SMILES	proCasp3 act	VLA-4 inh	core dimer inh	PP5 inh	GRK2 aptamer HTS	procasp7 counter	PP1 counter	JMJD2C inh	Fh CTSL1 inh
COC(=O)C1=CN(Cc2ccccc2)C=C(C(=O)OC)C1c1cc(F)ccc1F	11	11	16	0.7	1	13	-3	1	5
O=C(COC(=O)C1CCC(=O)N1)Nc1ccccc1Br (centres undefined)	16	24	-2	-2.7	0	10	-1	4	0

The listing continues:
SMILES	proCasp3 act	VLA-4 inh	core dimer inh	PP5 inh	GRK2 aptamer HTS	procasp7 counter	PP1 counter	JMJD2C inh	Fh CTSL1 inh
COC(=O)c1ccc(NC(=O)Nc2ccc(F)cc2)cc1	7	7	-2	0.8	0	0	-1	24	1
CN(C(=O)COC(=O)CCc1c[nH]c2ccccc12)c1ccccc1	3	3	-1	-0.2	4	-6	4	-22	2
CC1=C(C(=O)Nc2ccccc2)C(c2ccc(C)o2)n2ncnc2N1 (centres undefined)	3	-17	-3	-1.3	0	6	-3	26	5
Cc1cc(Br)c(NC(=O)Cn2c([N+](=O)[O-])cnc2C)cc1C	-11	1	-4	0.7	1	2	-1	6	-2
Clc1ccc(-c2noc(CN(Cc3ccccn3)CC3CCCO3)n2)cc1 (centres undefined)	-5	7	-3	1.0	0	4	6	17	2
COc1ccc(C)cc1NC(=O)CSc1nc2ccccc2nc1N1CC(C)OC(C)C1 (centres undefined)	-3	-6	-4	4.3	3	0	1	-3	3
O=C(NCc1ccccn1)C1CCCN(S(=O)(=O)c2ccccc2)C1 (centres undefined)	8	-6	-2	-1.6	0	6	-7	17	0
CCOC(=O)c1sc(=S)n2c1[nH]c(=O)c1ccc(C(=O)OC)cc12	-10	-10	1	-2.4	3	-5	-1	-3	4
COc1cccc(/C=C2\CCC(C3CCCC3)C2=O)c1 (centres undefined)	4	8	9	3.0	3	2	-1	1	-5
COc1ccc(NC(=O)Cc2coc3cc(C)ccc23)cn1	3	7	3	-0.3	0	10	-2	-2	1
C=CCn1c(=O)c2c3c(sc2n2c(Nc4ccccc4)nnc12)CCCC3	5	-5	10	0.9	0	-5	5	-5	2
COCCCNC(=O)C1CCC(=O)N(c2ccc3c(c2)OCO3)C1c1ccc(OC)cc1 (centres undefined)	-1	9	3	1.3	2	8	2	7	-1
Cc1ccc(N2CCN(S(=O)(=O)c3nnc(NC(=O)c4ccco4)s3)CC2)cc1	-3	0	28	0.8	3	2	5	12	1
O=C1CC(c2ccccc2F)C2=C(COC2=O)N1 (centres undefined)	-1	10	0	1.8	0	-4	3	-1	-2
Cc1cc(O)c(CN2CCN(S(=O)(=O)c3cccs3)CC2)cc1C(C)C	-1	15	nt	3.0	0	-1	-1	7	nt
CC(C)Oc1ccccc1-c1cc(C(=O)N/N=C/c2cccnc2)c2ccccc2n1	0	5	4	1.7	3	-8	-2	11	-1
Cc1ccc2nc(C)cc(C(=O)N/N=C/c3ccncc3)c2c1	0	-9	-7	1.0	nt	1	-6	6	-1
COC(=O)C1=C(N)Oc2cc(C)n(CCCn3ccnc3)c(=O)c2C1c1ccc(Cl)cc1 (centres undefined)	7	-1	3	-0.2	0	1	1	-4	0
CC1CCc2c(sc(NC(=O)c3ccco3)c2C(=O)O)C1 (centres undefined)	2	14	2	0.0	1	-4	2	22	2
CC1=CC2=NC(=O)/C(=C\c3cc(C)n(-c4ccccc4)c3C)C(=N)N2O1	-8	-33	10	3.5	3	3	-2	4	6
CC1CN=C(Nc2cccc(S(=O)(=O)N(C)C)c2)S1 (centres undefined)	3	6	-3	-1.5	2	-7	0	-5	-4
CCc1cc(C(=O)c2ccc(OC)cc2)c(NC(=O)CN2CCCC2)s1	-9	-3	1	1.2	0	0	0	19	0
O=C(CSc1nnc(Cc2ccccc2)n1C1CCCCC1)N1CCOCC1	-1	-7	1	-0.1	0	-9	1	7	0
COc1ccccc1C(=O)Nc1ccnn1C1CCN(C)CC1	3	2	6	-0.9	1	-1	-2	8	-1
COc1cccc(CC(=O)OC(C)C(=O)Nc2ncc(Cl)cc2Cl)c1 (centres undefined)	-10	-10	-11	1.4	2	2	-4	4	-3
CC1CCCCN1C(=O)COC(=O)c1ccc(=O)n(Cc2ccccc2)n1 (centres undefined)	6	-3	-1	-2.1	0	11	1	2	9
COc1ccc(C2=NOC3(CC(=O)N(c4ccc(C)cc4)C3=O)C2)c(OC)c1 (centres undefined)	-9	10	2	-0.2	2	4	-4	-3	2
COCCOC(=O)c1c(NC(=O)CN2CCCc3ccccc32)sc(C(N)=O)c1C	6	7	15	2.4	3	-5	12	2	2
CC(C)C(c1nnnn1Cc1ccc(F)cc1)N1CCN(C2CCCCC2)CC1 (centres undefined)	6	4	-9	1.0	1	9	-2	1	-1
Cc1ccccc1-c1nc2ccccc2c(=O)n1/N=C/c1ccc([N+](=O)[O-])cc1	1	4	1	-2.6	0	3	-3	-11	-1
O=C(CN1C(=O)COc2ccccc21)NCCN1CCOCC1	7	7	0	0.6	3	8	2	9	-1
O=C(CN1C2CCC1CC(NC(=O)C1CC1)C2)NCc1ccccc1 (centres undefined)	8	-6	-5	1.1	1	9	0	-7	0
Cc1ccc(-c2cc(C(F)F)n3ncc(C(=O)N4CCc5ccccc54)c3n2)cc1	-2	20	8	3.9	0	2	-4	-4	-1
COC(=O)CN1C(=O)[C@H]2[C@@H](c3ccc(C)o3)N3C(=O)CN(CCO)C(=O)[C@@]3(Cc3ccccc3)[C@H]2C1=O	-4	12	3	1.9	0	2	-4	14	-4
Cn1nnnc1Sc1ncnc2scc(-c3ccccc3C(F)(F)F)c12	-1	0	nt	5.1	3	-2	-1	6	nt
CCS(=O)c1ccccc1C(=O)OCC(=O)Nc1cccc(S(=O)(=O)N2CCCCC2)c1 (centres undefined)	3	37	nt	4.4	0	9	-1	-15	nt
COCCN1CCn2c(nc3cc(NC(=O)c4cccs4)ccc32)C1	0	0	5	3.0	0	-3	1	11	0
Cc1ccc(S(=O)(=O)N2CCOCC2)cc1NC(=O)COC(=O)COc1cccc2c1OC(C)(C)C2	-1	7	-2	3.1	1	0	1	6	2
CC(C)CN(C(=O)COC(=O)c1cnccn1)c1c(N)n(Cc2ccccc2)c(=O)[nH]c1=O	12	20	0	-0.4	2	6	-6	-3	10
O=C(CCCn1c(=S)[nH]c2ccccc2c1=O)NC1CCCC1	-8	24	-5	1.1	0	-6	-3	0	-1
COc1cccc(CNC(=O)C(CC(C)C)NC(=O)c2ccccc2C)c1 (centres undefined)	-4	12	-12	-6.7	0	-4	-6	-1	14
COC(=O)CCn1c(C)cc(C(=O)COc2ccccc2C(N)=O)c1C	2	12	-2	0.2	0	10	-5	-10	-6
CSc1nc(-c2ccc(Cl)cc2)nn1S(=O)(=O)c1ccccc1	8	-8	-2	2.8	0	0	0	-3	-1
Cn1c(SCc2ccccc2F)nc2cccnc21	1	-14	-4	2.4	2	7	7	6	2
COc1ccc(C(=O)Nc2ccnn2C2CCN(Cc3ccncc3)CC2)cc1	3	2	11	-0.3	2	6	-2	-13	5
COc1ccc(NC(=S)Nc2ccc(N(C)C(C)=O)cc2)cc1	-13	-2	3	-3.0	0	-18	5	3	8
CC(=O)Nc1ccc(NC(=O)CN(c2cc(Cl)ccc2Cl)S(C)(=O)=O)cc1	10	60*	-2	-3.0	2	4	-8	-7	-1
O=C1CC(=O)Nc2cc(S(=O)(=O)Nc3ccc(Cl)c(C(F)(F)F)c3)ccc2N1	8	8	2	2.5	3	5	3	8	-2
Cc1cc(=O)oc2cc(OCc3ccc(C(=O)OCC(=O)N(C)C4CCS(=O)(=O)C4)cc3)ccc12 (centres undefined)	8	0	1	1.4	0	5	-2	5	4
CCN1C(=O)[C@H]2[C@@H](c3ccc(C)cc3)N3C(=O)N(c4ccc(OC)cc4)C(=O)[C@@]3(Cc3ccccc3)[C@H]2C1=O	-1	-5	8	2.4	0	5	-1	20	2
CCO[C@H]1OC(C(=O)N2CCN(Cc3ccccc3)CC2)=C[C@@H](C2CCCCC2)[C@@H]1CCCO	1	53*	13	4.7	0	1	3	3	1
N#Cc1ccccc1OCc1nnc(-c2ccccc2Br)o1	2	4	1	4.2	0	8	2	12	-5
COc1ccc(NC(=O)c2ccc3c(c2)C(=O)N(Cc2ccncc2)C3=O)cc1S(N)(=O)=O	6	4	nt	nt	6	4	nt	3	nt
